V-ATPase pH: alters yeast V-ATPase proton transport; S. cerevisiae, pHLuorin cytosolic pH fluorescence; response, % at 10 µM; 350,000 compounds, 0.37% hits; in the data active = response mostly above about 7.3%, no sharp cut-off; inactive = mostly below about 5.4%; note: actives read high; inactives centre near 0; some compounds called inactive have numbers as strong as hits; reference of the scale not given here
DAGLB inh: blocks human DAGLB lipase activity; Q8NCG7; HEK293T DAGLB membrane lysate, EnzChek fluorogenic substrate; inhibition, % at 5.17 µM; 340,000 compounds, 0.059% hits; in the data active = inhibition above about 34%;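 note: 0% = enzyme with vehicle and 100% = wells lacking enzyme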
Target sequence (Q8NCG7 whole entry, looked up): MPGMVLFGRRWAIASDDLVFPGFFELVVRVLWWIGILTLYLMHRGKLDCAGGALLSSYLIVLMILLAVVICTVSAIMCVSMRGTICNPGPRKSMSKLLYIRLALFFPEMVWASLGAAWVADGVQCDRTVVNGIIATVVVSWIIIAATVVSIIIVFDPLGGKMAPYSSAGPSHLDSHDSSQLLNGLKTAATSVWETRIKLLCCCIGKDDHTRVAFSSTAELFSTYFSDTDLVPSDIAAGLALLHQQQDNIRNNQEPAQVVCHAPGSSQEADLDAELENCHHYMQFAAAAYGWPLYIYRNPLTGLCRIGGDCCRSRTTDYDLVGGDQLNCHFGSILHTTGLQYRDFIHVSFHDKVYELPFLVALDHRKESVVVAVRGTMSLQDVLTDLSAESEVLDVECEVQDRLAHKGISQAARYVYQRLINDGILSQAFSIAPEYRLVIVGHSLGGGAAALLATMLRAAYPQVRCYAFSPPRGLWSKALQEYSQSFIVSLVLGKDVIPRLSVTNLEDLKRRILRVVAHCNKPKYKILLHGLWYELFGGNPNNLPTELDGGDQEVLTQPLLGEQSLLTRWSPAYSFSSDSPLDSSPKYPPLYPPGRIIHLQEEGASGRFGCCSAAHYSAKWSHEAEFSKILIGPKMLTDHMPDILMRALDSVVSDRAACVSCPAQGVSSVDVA
OPRM1-OPRD1 inv: inverse agonists of human mu-delta opioid receptor heterodimerization | P35372+P41143 | cell-based MOR-DOR heterodimer luminescence, inverse agonism | inhibition, % at 9.3 µM | 340,000 compounds, 0.21% hits | AID 504357; in the data active = inhibition above about 22%, passing the limit was not always enough;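 note: 0% = cells with DMSO and 100% = wells without cells with DMSO; values of inactives mirror those of a sister screen read the other way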
PKA-R1A act: PKA-R1A complex activation | 340,000 compounds, 0.083% hits | PKA-R1A dissociation, Cy5-IP20 fluorescence polarization; scaled: DMSO 0%, 113 µM cGMP 100% | activation, % at 11.4 µM | P00514+P68181;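 active = percent activation above the mean of all tested compounds plus 3 SD, cut at about 19% in these data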;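 note: higher means more PKAc released from R1A so a rise in polarization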
MOR-DOR ag: OPRM1-OPRD1 heterodimerization agonism; P35372+P41143; cells, luminescence; activation, % at 9.3 µM; 340,000 compounds, 0.3% hits; in the data active = activation above about 18%;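 note: 0% = vehicle-treated cells and 100% = reference agonist; values of inactives mirror those of a sister screen read the other way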
Arrestin-AP2 inh: blocks beta-arrestin peptide binding to AP2 adaptin. 340,000 compounds, 0.31% hits. inhibition, % at 10 µM. FITC-arrestin peptide / GST-AP2 beads, flow cytometry; AP2 beta2 appendage carries R879A mutation;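 active = inhibition above a set limit, near 3 SD of compounds lacking own fluorescence, cut at about 54% in these data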;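 note: plate controls were DMSO wells for no effect and 5 µM unlabelled arrestin peptide for full effect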
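System: GST-AP2 R879A bound to glutathione beads, E. coli-expressed. Also added: 50 nM FITC-arrestin peptide. Schedule: compound with beads 12 min RT, then probe 1 h RT. Signal: bead flow cytometry, FITC channel. Read-out basis: percent response.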
PKA-R2B act: PKA-R2B complex activation; P22694+P31323; PKA-R2B holoenzyme dissociation, Cy5-IP20 fluorescence polarization; R2B truncated from residue 108, S112A mutant; 0% DMSO only, 100% 113 µM cGMP; activation, % at 11.4 µM; 340,000 compounds, 0.079% hits;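 active = activation above a cutoff set at the mean over all compounds plus 3 SD, cut at about 18% in these data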;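 note: higher means more holoenzyme dissociation and a rise in polarization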
HTR5A ag ctr: HTR5A agonism, opioid heterodimer counter-screen | P47898 | HTR5A agonist assay, luminescence, cell-based | activation, % at 9.3 µM | 340,000 compounds, 0.61% hits; in the data active = activation mostly above about 9.5%, no sharp cut-off; inactive = mostly below about 7.6%;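 note: 0% = cells with vehicle only and 100% = reference agonist; strong numbers were not always called active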
Target sequence (P47898 whole entry, looked up): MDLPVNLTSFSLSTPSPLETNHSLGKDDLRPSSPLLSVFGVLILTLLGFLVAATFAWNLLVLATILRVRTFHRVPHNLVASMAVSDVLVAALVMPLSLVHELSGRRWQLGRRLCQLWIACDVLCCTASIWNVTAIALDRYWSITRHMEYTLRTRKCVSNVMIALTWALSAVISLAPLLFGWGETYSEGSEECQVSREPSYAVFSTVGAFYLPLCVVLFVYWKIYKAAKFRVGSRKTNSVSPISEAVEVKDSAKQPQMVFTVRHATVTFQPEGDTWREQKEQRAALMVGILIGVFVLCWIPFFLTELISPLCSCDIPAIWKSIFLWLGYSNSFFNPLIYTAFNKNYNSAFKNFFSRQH
HTR5A inv ag: counter-screen for OPRM1-OPRD1 inverse agonists: human HTR5A inverse agonism | P47898 | HTR5A cell line, luminescence | inhibition, % at 9.3 µM | 340,000 compounds, 0.083% hits | AID 504634; in the data active = inhibition mostly above about 23%, no sharp cut-off; inactive = mostly below about 18%;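 note: 0% = cells with DMSO and 100% = no-cell wells with DMSO; some compounds called inactive have numbers as strong as hits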
DSG3 Ab inh: blocks pemphigus antibody binding to human desmoglein-3; DSG3-coupled beads, scFv-anti-DSG3-GFP binding, flow cytometry; hits give low values; binding (percent of control), % at 10 µM; 310,000 compounds, 0.48% hits; AID 588358;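 active = binding more than 3 SD below its plate's average and above zero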;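 note: hits lower antibody fragment binding to DSG3; some compounds called inactive have numbers as strong as hits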
Starred values were filed as active, the others as inactive; / = not tested or not shown. Rows are unselected; overall some 2.4% were active at least once.

SMILES | V-ATPase pH | DAGLB inh | OPRM1-OPRD1 inv | PKA-R1A act | MOR-DOR ag | Arrestin-AP2 inh | PKA-R2B act | HTR5A ag ctr | HTR5A inv ag | DSG3 Ab inh
O=C(COC(=O)CCCSc1nc2ccccc2[nH]1)Nc1cccc(F)c1 | -5 | -1 | 1 | -4 | -0.2 | 8 | -6 | -8 | 19 | 100
CC(C)c1nnc(NC(=O)CSc2nnc(-c3ccco3)o2)s1 | -4 | -1 | 5 | 8 | -1.1 | 3 | -2 | 3 | -3 | 110
COc1ccc(C(=O)CN2CCN(c3ccc(F)cc3)CC2)cc1OC | 5 | -1 | 8 | -2 | -1.6 | 0 | 3 | 8 | -20 | 102
COc1cccc(OC)c1C(=O)NC(=S)Nc1cc(-c2nc3ccccc3[nH]2)ccc1Cl | 0 | -1 | -6 | 5 | 1.1 | 10 | 7 | 2 | -7 | 102
S=C(Nc1ccccc1)N(CCN1CCOCC1)Cc1cccc(Cl)c1 | -1 | -4 | 14 | -10 | -2.8 | -6 | -5 | 0 | -4 | 106
Cc1cccc(NC2SC(=O)N(CC(=O)O)C2=O)c1 (stereo unspecified) | 1 | 0 | 12 | -11 | -2.0 | -6 | -18 | 6 | 6 | 99
Cc1cc(-c2ccccc2)nc(SC(C(=O)O)c2ccccc2)n1 (stereo unspecified) | 2 | 0 | 1 | 1 | -0.3 | -18 | -14 | 4 | -9 | 102
C=CCn1c(SCC(=O)Nc2ccccc2CC)nnc1-c1ccncc1 | 4 | -2 | 10 | -11 | -1.7 | 5 | -7 | 2 | -30 | 98
C[C@@H]1CN([C@H](C)CO)C(=O)c2cc(C#CC(C)(C)O)cnc2O[C@@H]1CN(C)C(=O)C1CC1 | 1 | 1 | / | -7 | / | / | -8 | / | / | /
O=C(CSc1ccc(C(F)(F)F)cc1[N+](=O)[O-])N1CCOCC1 | -2 | 0 | 16 | 2 | -3.3 | 27 | 1 | -1 | 3 | 120
CC(=O)c1ccc(NC(=O)C(C)OC(=O)c2ccc3c(c2)nc(C)n3-c2ccccc2)cc1 (stereo unspecified) | 1 | -2 | 9 | -8 | -1.8 | -13 | -2 | 3 | -11 | 100
O=S(=O)(NCC(c1cccnc1)N1CCN(c2ccc(F)cc2)CC1)c1ccc(F)cc1 (stereo unspecified) | -3 | 2 | -4 | 5 | 0.7 | -5 | 9 | 4 | 1 | 104
O=C(Nc1cccc([N+](=O)[O-])c1)C12CC3CC(C1)CC(n1cnc([N+](=O)[O-])n1)(C3)C2 | -2 | 1 | -10 | -11 | 2.3 | -6 | -5 | 1 | -3 | /
O=[N+]([O-])c1ccc2nc(NCCCO)nc(-c3ccccc3)c2c1 | -1 | 3 | -14 | 2 | 2.7 | 12 | -10 | -1 | -39 | /
O=S(=O)(Nc1ccc(N2CCOCC2)cc1)c1ccc(F)cc1F | -2 | 0 | -7 | -10 | 1.4 | 26 | 1 | 0 | 9 | 116
CCN(CC1COc2ccccc2O1)S(=O)(=O)c1ccc(C)cc1 (stereo unspecified) | 1 | -15 | -16 | -9 | 3.1 | 2 | -5 | 7 | 13 | /
Cc1ccc2c(c1)N(C(=O)CCC(=O)N1CCCCC1)CCO2 | -2 | 0 | 7 | -10 | -1.2 | 0 | 8 | 7 | -22 | 103
CCO/C=C1/C(=O)N(C)C(=O)c2cc(OC)ccc21 | 0 | 0 | 10 | -15 | -2.4 | 11 | 0 | 4 | 9 | 118
Cc1cccc(-c2c3c(=O)n(C)c(=O)n(C)c3c3cccnn23)c1 | -3 | 0 | 2 | -10 | -0.4 | 27 | 2 | 0 | -2 | 102
CCCOc1ccccc1C(=O)N(Cc1ccco1)C1CCS(=O)(=O)C1 (stereo unspecified) | 1 | 0 | 3 | -2 | -0.8 | 1 | -2 | -3 | -14 | 104
O=C(CSc1nncn1-c1ccccc1)Nc1ccccc1 | -1 | -1 | 11 | -16 | -2.4 | 4 | 8 | 6 | -21 | 91
CCOC(=O)N1CCN(Cc2nc3cc(NC(C)=O)ccc3n2C)CC1 | -2 | 1 | 17 | -8 | -3.9 | 33 | -2 | -4 | 13 | 104
FC(F)(F)c1cc(-c2ccccc2)nc(N2CCOCC2)n1 | 1 | -7 | -29 | -9 | 4.8 | -4 | -9 | 4 | -21 | 106
CN1CCN(C2=C(NS(=O)(=O)c3cccs3)C(=O)c3ccccc3C2=O)CC1 | -2 | 2 | -10 | 0 | 1.9 | 2 | -1 | 8 | -22 | 104
CC(c1ccco1)N(C(=O)c1ccccc1NS(=O)(=O)c1cccc([N+](=O)[O-])c1)c1ccccn1 (stereo unspecified) | / | 4 | -9 | -8 | 1.2 | -4 | -6 | -3 | -10 | 109
COc1ccc([C@H]2N[C@]3(CCCN(Cc4cccn4C)C3=O)[C@H]3C(=O)N(C)C(=O)[C@@H]23)cc1 | 2 | 4 | / | -2 | / | / | 7 | / | / | 106
COc1cccc2cc(C(=O)C3=C(O)C(=O)N(CCN(C)C)C3c3ccc(F)cc3)oc12 (stereo unspecified) | -1 | 0 | 4 | 3 | -0.7 | -5 | -6 | 0 | -35 | 83
O=S(=O)(N/N=C/c1ccc2c(c1)OCCO2)c1ccccc1 | 0 | 1 | 8 | 0 | -1.5 | -6 | 1 | 1 | 7 | 107
O=C(CSc1ccccc1C(=O)O)c1ccc([N+](=O)[O-])cc1 | -2 | 3 | -20 | 4 | 2.7 | 0 | -2 | -2 | 11 | 109
CC(=O)c1ccccc1NS(C)(=O)=O | 3 | 3 | -1 | 4 | 0.1 | / | -4 | -1 | 4 | 95
Oc1c(CN2CCOCC2)cc(CN2CCOCC2)c(O)c1O | -1 | 0 | 8 | 3 | -1.7 | 10 | -11 | 2 | -6 | 106
COc1ccc(CN2CCN(Cc3cc4ccccc4o3)CC2CCO)cc1C (stereo unspecified) | 0 | 0 | -1 | 2 | 0.2 | -23 | 11 | 5 | 7 | 117
C#CCOCCOCCOCCNc1nc(N2CCN(C(=O)[C@H](CO)n3cc([C@@H](N)C(C)C)nn3)CC2)nc(N2CCN(C(=O)[C@H](CCC(=O)O)n3cc([C@@H](N)CCCCN)nn3)CC2)n1 | 1 | 0 | 11 | -6 | -2.4 | -4 | -3 | -4 | 12 | 94
O=C(NCc1cccs1)c1cnc2ccccn2c1=O | 1 | 1 | 1 | 7 | -0.2 | -1 | 1 | 3 | 22 | 100
COc1cccc(NC(=O)CN(C)C(C)C(=O)NC(C)c2ccc(Cl)cc2Cl)c1 (stereo unspecified) | 0 | 2 | 12 | 1 | -1.8 | -8 | 7 | 2 | -12 | 101
Cc1cc(C(=O)COC(=O)CC2Sc3ccccc3NC2=O)c(C)n1-c1cccc(C(F)(F)F)c1 (stereo unspecified) | 0 | -2 | -53 | -1 | 7.7 | -3 | -10 | 4 | -2 | 104
Cc1ccc2nc(N3CCOCC3)c(C=O)c(=O)n2c1 | -3 | -1 | -1 | -7 | 0.3 | 1 | 14 | 6 | -15 | /
CCOC(=O)c1sc(NN=C(C(=O)OC)C(=O)OC)c(C(=O)OCC)c1C | -4 | 3 | 10 | -5 | -1.8 | 2 | 8 | 12 | 15 | 105
CC(C)C[C@H](NC(=O)c1[nH]cnc1C(=O)N[C@H](C)c1ccccc1)C(=O)OC(C)(C)C | 3 | -5 | -15 | -10 | 2.6 | 5 | 7 | 4 | 2 | 101
O=S(=O)(NC1CC1)c1ccccc1 | 4 | 0 | 3 | 5 | -0.6 | 7 | 8 | -1 | 3 | 115
Cc1ccc(C(=O)CSc2ccccc2C(=O)O)cc1 | 5 | -1 | 13 | 1 | -2.4 | -6 | 1 | -4 | -13 | 103
CCN1CCCC1CNCc1cccc(OC)c1OCc1ccccc1 (stereo unspecified) | -1 | -2 | 10 | 9 | -1.8 | 12 | -3 | 2 | 2 | 133
O=C(COc1ccc(Cl)cc1)Nc1ccc2c(c1)OCO2 | 0 | -11 | 2 | -4 | -0.2 | 4 | -6 | 2 | -11 | 128
COc1ccc(NC(=O)Cn2nc(C)c([N+](=O)[O-])c2C)cn1 | 2 | -2 | 10 | 7 | -2.0 | 4 | -15 | -2 | 7 | 112
Cc1cc(C)cc(NC(=O)C2CCCN(c3ncccn3)C2)c1 (stereo unspecified) | -2 | -1 | -8 | -3 | 0.9 | -8 | 2 | -1 | -15 | 102
CCCCCC1CC(CC(=O)O)C(=O)O1 (stereo unspecified) | 2 | 2 | 16 | 4 | -2.7 | -4 | 16 | -2 | 5 | /
Cc1ccc(NCCCn2cnc3c(OCc4ccccc4)ncnc32)cc1C | 1 | 4 | -51 | 9 | 11 | 17 | -1 | 3 | -10 | 96
COc1ccc(CCNC(=O)/C(C#N)=C/c2ccc(OCC(=O)NCC3CCCO3)cc2)cc1OC (stereo unspecified) | 1 | -1 | 17 | -1 | -3.4 | 1 | -6 | 1 | -8 | 101
NC(=O)C1(N2CCCCC2)CCN(C(=O)CCCn2c(=O)[nH]c3ccsc3c2=O)CC1 | -1 | 0 | 2 | -9 | -0.4 | 5 | -5 | 6 | -17 | 101
Cc1cc(C)c(Nc2n[nH]c(=S)s2)cc1C | -2 | 1 | / | 18 | / | / | 1 | / | / | 102

The final 2 records of the part before are carried over, then new ones follow:
SMILES | V-ATPase pH | DAGLB inh | OPRM1-OPRD1 inv | PKA-R1A act | MOR-DOR ag | Arrestin-AP2 inh | PKA-R2B act | HTR5A ag ctr | HTR5A inv ag | DSG3 Ab inh
NC(=O)C1(N2CCCCC2)CCN(C(=O)CCCn2c(=O)[nH]c3ccsc3c2=O)CC1 | -1 | 0 | 2 | -9 | -0.4 | 5 | -5 | 6 | -17 | 101
Cc1cc(C)c(Nc2n[nH]c(=S)s2)cc1C | -2 | 1 | / | 18 | / | / | 1 | / | / | 102
CC(=O)N(CCc1ccccc1)Cc1cc2cc(C)ccc2[nH]c1=O | -2 | 2 | 1 | -10 | -0.1 | -5 | -11 | 4 | -15 | 95
CC(C)NC(=S)Nc1c(N)[nH]c(=O)[nH]c1=O | 1 | 1 | 6 | -1 | -1.1 | 0 | 0 | 5 | -16 | 99
CCCCC(=O)NC1(C(F)(F)F)C(=O)Nc2c1c(=O)n(C)c(=O)n2C (stereo unspecified) | 0 | -3 | 13 | 2 | -2.7 | -10 | 5 | -1 | 2 | 101
CC(=O)c1ccc(N2CCN(C(=O)C3CCN(S(=O)(=O)Cc4ccccc4)CC3)CC2)cc1 | 0 | 1 | 4 | 2 | -0.8 | 1 | -2 | 2 | -10 | 102
O=C(C[C@@H]1C/C=C\C[C@H](Cc2ccc(F)cc2)C(=O)OC[C@H]2CCCN2C1=O)NCCO | -2 | 0 | 15 | -3 | -3.1 | 4 | 3 | -2 | 9 | 92
C[C@H](CO)N1C[C@H](C)[C@@H](CN(C)S(=O)(=O)c2ccc(F)cc2)Oc2ccc(NC(=O)CCN3CCOCC3)cc2C1=O | -9 | 1 | -18 | -6 | 3.2 | 7 | -9 | 1 | 6 | 99

Screening results from PubChem.
